# Bioassay records deposited in PubChem BioAssay by The Scripps Research Institute Molecular Screening Center.
# EBNA-1 inh = blocks EBNA-1 binding to DNA. inhibition, % at 14.8 µM. AID 1950. EBNA-1 DNA binding, fluorescence polarization. actives 0.34% (n = 300,000); in the data active means inhibition above about 28%
# PREPL inhibitor = inhibits the human prolyl oligopeptidase-like enzyme | inhibition, % at 5.96 µM | actives 0.68% (n = 320,000) | recombinant PREPL, fluorescence polarization activity-based probe; in the data active means inhibition above about 43%;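 further: 0% = enzyme with DMSO and 100% = wells lacking enzyme; many of its hits are not listed in these tables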
# ZTA counter = blocks Epstein-Barr virus ZTA, an EBNA-1 counter-screen; P03206; actives 0.15% (n = 320,000); AID 2234; inhibition, % at 11 µM; ZTA-DNA binding, fluorescence polarization; in the data active means inhibition above about 33%
# GSTO1 inh = counter-screen for RBBP9 inhibitors: inhibitors of human GSTO1. AID 1974. recombinant GSTO1, activity-based probe fluorescence polarization. actives 1.1% (n = 300,000). inhibition, % at 5.96 µM;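 active means inhibition above the campaign mean inhibition plus 3 SD, cut at about 35% in these data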;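 further: 0% = GSTO1-1 with DMSO and 100% = wells lacking GSTO1-1 enzyme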
# Target sequence (P78417 whole entry, looked up): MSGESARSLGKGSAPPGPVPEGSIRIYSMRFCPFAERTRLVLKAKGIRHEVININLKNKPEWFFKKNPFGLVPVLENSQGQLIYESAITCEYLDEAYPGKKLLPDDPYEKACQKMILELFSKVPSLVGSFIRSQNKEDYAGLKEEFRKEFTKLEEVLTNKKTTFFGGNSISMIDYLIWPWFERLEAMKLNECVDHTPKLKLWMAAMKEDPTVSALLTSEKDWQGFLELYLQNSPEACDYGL
# LYPLA2 inh = blocks human lysophospholipase 2, a PME1 counter-screen; recombinant LYPLA2, FP-Rh probe fluorescence polarization; inhibition, % at 5.9 µM; actives 0.38% (n = 320,000); AID 2177;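 active means inhibition above the screen-wide mean plus 3 SD, limit set per campaign, cut at about 26% in these data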;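 further: 0% = LYPLA2 with DMSO and 100% = wells lacking LYPLA2 enzyme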
# Target sequence (O95372 whole entry, looked up): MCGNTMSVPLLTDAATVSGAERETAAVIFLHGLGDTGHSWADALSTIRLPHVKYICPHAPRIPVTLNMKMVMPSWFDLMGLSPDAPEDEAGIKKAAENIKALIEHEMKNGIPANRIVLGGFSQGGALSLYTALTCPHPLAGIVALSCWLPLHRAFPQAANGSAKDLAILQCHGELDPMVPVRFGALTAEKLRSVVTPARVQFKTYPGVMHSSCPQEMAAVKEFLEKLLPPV
# PAFAH1B3 FP inh = PAFAH1B3 (human) inhibition. Q15102. recombinant PAFAH1B3, FP-rhodamine probe, fluorescence polarization. inhibition, % at 3.39 µM. actives 0.28% (n = 340,000);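 active means inhibition above the screen-wide average of all tested compounds plus 3 SD, cut at about 25% in these data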;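 further: 0% = enzyme with DMSO only and 100% = wells lacking PAFAH1B3 protein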
# Target sequence (Q15102 whole entry, looked up): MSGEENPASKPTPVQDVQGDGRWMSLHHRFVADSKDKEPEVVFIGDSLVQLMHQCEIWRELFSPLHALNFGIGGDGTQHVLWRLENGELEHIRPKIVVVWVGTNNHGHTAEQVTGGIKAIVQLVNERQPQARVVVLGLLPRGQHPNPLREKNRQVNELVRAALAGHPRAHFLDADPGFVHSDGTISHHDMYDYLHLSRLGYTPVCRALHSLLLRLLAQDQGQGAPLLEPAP
# LYPLA1 counter = blocks human lysophospholipase 1, a PME1 counter-screen. recombinant LYPLA1, FP-Rh probe fluorescence polarization. inhibition, % at 5.9 µM. actives 0.16% (n = 320,000). AID 2174;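 active means inhibition above the mean of all tested compounds plus 3 SD, set per campaign, cut at about 14% in these data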;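 further: inhibitors block serine hydrolase probe labeling of LYPLA1 so polarization falls; 0% = enzyme with DMSO and 100% = wells lacking LYPLA1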
# Target sequence (O75608 whole entry, looked up): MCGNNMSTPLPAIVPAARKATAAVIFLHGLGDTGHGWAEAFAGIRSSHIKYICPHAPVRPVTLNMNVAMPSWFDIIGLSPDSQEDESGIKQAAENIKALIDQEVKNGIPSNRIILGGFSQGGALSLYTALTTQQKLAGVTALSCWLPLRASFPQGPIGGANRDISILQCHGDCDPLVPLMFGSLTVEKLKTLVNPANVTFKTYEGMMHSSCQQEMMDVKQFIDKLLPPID
# PAFAH2 inh = inhibitors of human PAFAH2 | inhibition, % at 3.39 µM | recombinant PAFAH2, FP-rhodamine activity probe, fluorescence polarization | actives 0.99% (n = 340,000);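 active means inhibition above the mean over all tested compounds plus 3 SD, cut at about 30% in these data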;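 further: inhibitors block probe labeling of enzyme so polarization drops; 0% = enzyme with DMSO and 100% = wells lacking PAFAH2 protein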
# PAD4 FP inh = PAD4 (human) enzyme inhibition | recombinant PAD4, RCA probe fluorescence polarization | Q9UM07 | actives 0.41% (n = 330,000) | inhibition, % at 6.36 µM;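 active means percent inhibition above a cutoff equal to the mean of all tested compounds plus 3 SD, cut at about 15% in these data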;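 further: 0% = PAD4 with RCA probe and DMSO and 100% = probe without PAD4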
# Starred values were filed as active, the others as inactive; . = no result given. This is a subset; the hit share may differ from the screen's.
# Screens in order: PAFAH2 inh	GSTO1 inh	EBNA-1 inh	LYPLA1 counter	PREPL inhibitor	PAD4 FP inh	ZTA counter	PAFAH1B3 FP inh	LYPLA2 inh
Cc1ccc(NC(=O)COC(=O)/C=C/c2ccc(Br)o2)cc1S(=O)(=O)N(C)C
  64*	-3	-2	-4	12	-5	2	-1	-4
NS(=O)(=O)c1ccc(NC(=O)c2c(F)cccc2Cl)cc1
  2	-12	2	-1	21	0	-2	15	-4
O=C(CSc1nc2c(c(=O)[nH]1)CCC2)Nc1cccc(F)c1
  1	-9	5	-3	-7	-3	-2	0	-1
C/C=C/c1ccc(OCC(O)CN2CCCCC2CC)c(OC)c1 (stereo unspecified)
  8	3	4	0	13	7	4	11	2
CC12CN3CC(C)(CN(C1)C3c1ccc(Br)cc1)C2 (stereo unspecified)
  1	-4	-11	5	20	-4	-6	10	0
CC(C)OC(=O)CSc1nnc(-c2ccc(O)cc2)n1Cc1ccccc1
  0	4	-15	6	-8	-4	3	6	8
COc1ccnc(Oc2ccccc2)c1C(N)=O
  4	3	9	1	-1	1	1	8	1
COc1ccc(N(CC(=O)N2CCN(Cc3ccc4c(c3)OCO4)CC2)S(=O)(=O)c2ccc(F)cc2)cc1
  4	-14	-5	1	-7	2	1	0	5
C(=N\Nc1ccccn1)/c1c[nH]c2ccccc12
  -4	-1	1	2	12	0	-2	6	5
CCCN1C(=O)C2(/C(=C(\O)c3ccc4c(c3)OCCO4)C(=O)C(=O)N2CCCOC)c2ccccc21 (stereo unspecified)
  0	0	5	3	-3	3	-3	-1	3
COc1ccc(Nc2nc(=O)[nH]nc2C)cc1
  -1	9	-13	-4	-1	-3	-8	-7	2
CCC(CC)CN1CCN=C1N(C)C
  3	-2	-2	-2	-1	3	-1	-2	6
Cc1cc(C)cc(NC(=S)N2CCC(N(C)CC3CCCO3)CC2)c1 (stereo unspecified)
  0	0	8	0	0	-4	6	-4	1
CCOc1ccc(CCNC(=O)COC(=O)Cc2c[nH]c3ccccc23)cc1OCC
  7	6	-4	0	13	8	-10	3	6
Cc1cc(C)nc(Nc2nc3ccccc3o2)n1
  12	-8	-10	3	8	3	3	10	4
O=C1c2ccccc2C(=O)N1c1ccc(Cl)cc1
  .	-1	4	3	7	1	-1	.	5
Cc1cc(=O)oc2cc(OCC(=O)NCCCn3ccnc3)ccc12
  6	5	-2	0	7	1	-19	7	4
CC1CCC(NC(=O)CSc2nncs2)CC1 (stereo unspecified)
  4	4	-16	-4	-5	-1	7	-3	-2
O=C(N/N=C\c1cccnc1)c1ccccc1O
  14	0	1	0	-3	-4	-4	9	5
C=C(C)[C@@H](O)COc1c2ccoc2cc2oc(=O)ccc12
  0	.	.	-2	6	-1	3	6	4
CCCNC(=O)c1ccc2c(c1)CCN2S(C)(=O)=O
  0	-5	2	-3	20	-1	-2	5	1
O=C(COc1ccc(S(=O)(=O)NC2CCCCC2)cc1)Nc1ccc2c(c1)OCCO2
  4	-5	-11	2	0	-2	-11	5	1
COCCNC(=O)Cn1cc(C(=S)N2CCOCC2)c2ccccc21
  1	8	-1	3	15	2	-18	4	12
Cc1ccc(-c2[nH]ncc2/C=N/n2c(COc3ccccc3C)nc3ccccc3c2=O)cc1
  -4	-7	-1	-25	-20	3	19	-6	-46
CCCCCCSc1nnc(N)s1
  -5	9	-1	0	6	-2	-9	16	-6
COc1ccccc1CNC(=O)Cn1ccc2cc(S(=O)(=O)N3CCCC3)ccc21
  3	16	8	-3	-3	1	-1	2	-5
CCN(CC)S(=O)(=O)c1ccc(C)c(NC(=S)N2CCN(Cc3ccc4c(c3)OCO4)CC2)c1
  -2	-9	5	-3	10	3	-15	0	5
Cc1cc(C)nc(NS(=O)(=O)c2ccc(NS(=O)(=O)c3ccc(C#N)cc3)cc2)n1
  -3	-1	5	0	-2	-1	7	-4	0
O=C(NNC(=O)c1ccc([N+](=O)[O-])cc1)c1ccc(NS(=O)(=O)c2cccs2)cc1
  -1	.	.	.	4	4	.	7	.
Nc1nc(SCC(=O)NCCCN2CCOCC2)nc2sc3c(c12)CCC3
  0	-2	5	1	-2	3	-1	5	-5

# Whole records as entered above:
# CCC(CC)CN1CCN=C1N(C)C reads PAFAH2 inh: 3; GSTO1 inh: -2; EBNA-1 inh: -2; LYPLA1 counter: -2; PREPL inhibitor: -1; PAD4 FP inh: 3; ZTA counter: -1; PAFAH1B3 FP inh: -2; LYPLA2 inh: 6
# COCCNC(=O)Cn1cc(C(=S)N2CCOCC2)c2ccccc21 reads PAFAH2 inh: 1; GSTO1 inh: 8; EBNA-1 inh: -1; LYPLA1 counter: 3; PREPL inhibitor: 15; PAD4 FP inh: 2; ZTA counter: -18; PAFAH1B3 FP inh: 4; LYPLA2 inh: 12

# New compounds follow.
# Screens in order: PAFAH2 inh	GSTO1 inh	EBNA-1 inh	LYPLA1 counter	PREPL inhibitor	PAD4 FP inh	ZTA counter	PAFAH1B3 FP inh	LYPLA2 inh
O=S(=O)(NCC(c1cccnc1)N1CCc2ccccc2C1)c1ccccc1 (stereo unspecified)
  -6	4	4	4	-25	2	-5	-4	1
Cc1c(Cl)cccc1NC(=O)C1=COCCO1
  10	-3	-21	1	0	0	-2	4	2
CCOc1ccc(CNC(=O)CCCn2ccc3cc(S(=O)(=O)N4CCCC4)ccc32)cc1
  1	6	-3	3	-3	-1	11	3	2
Fc1ccc(/C=N/n2c(COc3ccccc3)n[nH]c2=S)cc1
  5	0	-2	-2	-6	0	-4	5	-11
CSc1nc2c(c(=O)[nH]1)C(c1ccccc1Cl)CC(=O)N2 (stereo unspecified)
  6	14	10	5	2	-2	15	10	1
N/C(Cc1cccc2ccccc12)=N\OC(=O)c1cccs1
  -3	7	6	1	-12	7	-3	3	0
Cc1ccccc1NS(=O)(=O)c1ccc(C)c(C(N)=O)c1
  3	-5	0	-3	0	-3	0	10	0
COC(=O)[C@H](Cc1ccccc1)NC(=O)[C@@]1(C)C[C@@H]1[C@@H](NC(=O)OCc1ccccc1)c1ccccc1
  -4	4	-4	-3	-3	-3	7	2	-5
CCN(Cc1ccccc1)C(c1ccc(C)cc1)c1nnnn1C(C)(C)C (stereo unspecified)
  6	4	2	1	-2	-8	-1	-3	-7
O=C(CN(c1ccc(Cl)cc1)S(=O)(=O)c1ccc(Cl)c([N+](=O)[O-])c1)NCCc1ccccc1
  -4	13	2	0	4	0	7	0	8
CCN(C(=O)COC(=O)c1c(C)nsc1NC)c1ccccc1
  2	.	.	0	10	-12	-7	14	5
Cc1cccc(NC(=O)CCCN2C(=O)c3ccccc3C2=O)n1
  1	0	3	0	4	4	9	10	-1
CCOc1ccc(OCC)c(NC(=O)C2CCN(S(=O)(=O)c3c(C)[nH]c(=O)[nH]c3=O)CC2)c1
  6	-1	12	1	4	-4	11	3	-1
O=C(NCCc1c[nH]c2ccccc12)C(=O)NCC1CCCO1 (stereo unspecified)
  1	0	5	0	-1	0	2	2	4
Cc1ccc(NC(=O)CCS(=O)(=O)c2cccc3nonc23)c(Cl)c1
  3	1	3	4	1	2	-1	12	7
CC(C)(C)n1nnnc1C(c1ccccn1)N(Cc1ccccc1)Cc1ccc(Cl)cc1 (stereo unspecified)
  4	-8	-12	-1	1	-2	4	3	-2
NC(=O)COc1c(-c2ccccc2)oc2ccccc2c1=O
  10	7	3	0	12	-4	-17	-1	5
CC[C@@]1(C(=O)OC)N[C@H](CN(C)S(=O)(=O)c2ccccc2)[C@@H]2C(=O)N(Cc3ccccc3)C(=O)[C@@H]21
  0	.	.	.	15	-1	.	8	.
Cc1ccc(NC(=O)CCn2c(=O)[nH]c3ccsc3c2=O)cc1F
  -3	6	-19	0	8	-1	5	-4	-2
CC1CCCCN1C(=O)COC(=O)c1cc([N+](=O)[O-])ccc1N (stereo unspecified)
  1	5	5	4	14	1	-2	5	7
O=C(CSc1nnc(-c2ccccc2NC(=O)c2ccccc2)o1)OC1CCCCC1
  3	4	2	-2	3	-3	0	4	0
CC1CCCC(NC(=O)CCNC(=O)c2ccc([N+](=O)[O-])cc2)C1C (stereo unspecified)
  -4	4	2	3	4	3	2	-1	8
CN(CC(=O)N1CCCCCC1)S(=O)(=O)c1ccccc1
  -2	4	-9	-2	-1	-6	-2	8	6
Cc1ccccc1Cn1ccc(NC(=O)c2cnn3c(C(F)(F)F)cc(-c4ccco4)nc23)n1
  -1	-5	-14	-2	-9	-10	6	6	-15
CC(=O)Oc1ccc(/C=C(\NC(=O)c2cccc(Br)c2)C(=O)Nc2ccc(C(=O)O)cc2)cc1
  3	-4	7	-1	39	0	-9	15	-1
O=C1NC(=Nc2ccccc2)S/C1=C\C=C\c1ccco1
  30	6	15	-10	29	-18	20	13	-7
Cc1nc(OCC(C)C)c2sc3nc4c(cc3c2n1)COC(C)(C)C4
  .	2	6	3	4	3	10	.	7
CC(OC(=O)Cc1c[nH]c2ccccc12)C(=O)Nc1ccccc1[N+](=O)[O-] (stereo unspecified)
  -8	10	3	0	14	0	-8	7	5
CCOc1ccc(-c2c(C(=O)N/N=C/c3ccc(C)s3)nnn2-c2nonc2N)cc1
  1	-9	-18	-10	-27	-9	5	-7	-19
O=C1CSC(c2ccccn2)N1c1ccccc1 (stereo unspecified)
  -8	-4	-3	0	14	0	3	-7	2

# Further compounds follow:
# Screens in order: PAFAH2 inh	GSTO1 inh	EBNA-1 inh	LYPLA1 counter	PREPL inhibitor	PAD4 FP inh	ZTA counter	PAFAH1B3 FP inh	LYPLA2 inh
COc1ccc(Cl)cc1NC(=O)CN(C)C(=O)c1n[nH]c2ccccc12
  11	-14	3	0	-2	2	-3	4	-6
O=C(CCCOc1ccccc1)Nc1ccc(S(=O)(=O)N2CCOCC2)cc1
  4	4	2	-4	-6	-3	5	0	7
CS(=O)(=O)N(Cc1ccccc1)c1ccccc1C(=O)Nc1ccccc1C(=O)NCc1ccco1
  -5	-7	-2	-3	11	-1	-15	10	2
N#Cc1nc(Cc2ccccc2)oc1NCCc1ccccc1
  4	-1	-6	0	-27	5	5	4	10
Cc1ccnc(NC(=O)Cn2ccc([N+](=O)[O-])n2)c1
  -1	2	3	-2	-1	6	9	5	1
O=C(NCCc1nnc2ccc(N3CCCCCC3)nn12)c1ccccc1
  -13	-2	9	-4	-12	-3	2	3	-3
Cc1cc(C(=O)NC2CCCc3c2cnn3-c2ccc(C(C)(C)C)cc2)n[nH]1 (stereo unspecified)
  1	4	-15	-1	6	0	11	5	-3
CC(C)(C)NC(=O)NC(=O)CSc1nnc(-c2ccccc2F)n1N
  8	-3	1	-1	1	-3	9	7	7
CCN1C(=O)C2(C(C(=O)c3cc4ccccc4o3)=C(O)C(=O)N2CCCN(C)C)c2ccccc21 (stereo unspecified)
  .	-4	4	0	11	-2	-2	.	-5
COc1ccc(C(=O)OCc2c(-c3cccc(OC)c3)ncc3ccccc23)cc1
  -9	.	.	-4	-3	-1	-6	-9	-7
CCc1nn(CC(=O)NCCCN(CC)c2cccc(C)c2)c(=O)c2cc3occc3n12
  .	7	-7	-2	10	-1	-2	.	4
CSc1cccc(NC(=S)N(CCN(C)C)C(C)c2ccccn2)c1 (stereo unspecified)
  -1	-4	-6	0	-4	-2	-13	2	-2
CCn1c2ccccc2c2nnc(SCC(=O)N(C)C3CCS(=O)(=O)C3)nc21 (stereo unspecified)
  5	2	-3	0	3	4	4	0	1
COc1cccc(NC(=O)CSc2nnc(Cc3cccn3C)n2-c2ccc(F)cc2)c1
  3	-2	1	3	7	-6	-8	5	-7
Cc1ccccc1NC(=O)C(c1ccccc1)C1CCCC1 (stereo unspecified)
  1	0	-11	-1	7	2	-10	-1	-1
O=C(c1ccc(S(=O)(=O)N2CCCC2)cc1)N(c1ccc(F)cc1)C1C=CS(=O)(=O)C1 (stereo unspecified)
  -5	2	5	-2	1	2	6	3	7
